V1aR counter: V1a receptor agonism, counter-screen for OXTR agonists. CHO-V1R cells, Fluo-8 calcium fluorescence, agonist mode; 0% DMSO, 100% 3 nM vasopressin. AID 2797. 320,000 compounds, 0.25% hits. P37288. activation, % at 3 µM;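 active = activation above the mean activation of all tested compounds plus 3 SD, per screening run, cut at about 20% in these data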;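 note: signal is peak over basal fluorescence ratio across a 100 second FLIPR read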
M1 PAM: human CHRM1 positive allosteric modulation; AID 588819; 360,000 compounds, 0.088% hits; activation, % at 3 µM; CHO-K1 hM1, Fluo-8 calcium fluorescence, ACh EC20; 0% = ACh EC20, 100% = maximal ACh; in the data active = activation above about 19%, passing the limit was not always enough
Target sequence (P11229 whole entry, looked up): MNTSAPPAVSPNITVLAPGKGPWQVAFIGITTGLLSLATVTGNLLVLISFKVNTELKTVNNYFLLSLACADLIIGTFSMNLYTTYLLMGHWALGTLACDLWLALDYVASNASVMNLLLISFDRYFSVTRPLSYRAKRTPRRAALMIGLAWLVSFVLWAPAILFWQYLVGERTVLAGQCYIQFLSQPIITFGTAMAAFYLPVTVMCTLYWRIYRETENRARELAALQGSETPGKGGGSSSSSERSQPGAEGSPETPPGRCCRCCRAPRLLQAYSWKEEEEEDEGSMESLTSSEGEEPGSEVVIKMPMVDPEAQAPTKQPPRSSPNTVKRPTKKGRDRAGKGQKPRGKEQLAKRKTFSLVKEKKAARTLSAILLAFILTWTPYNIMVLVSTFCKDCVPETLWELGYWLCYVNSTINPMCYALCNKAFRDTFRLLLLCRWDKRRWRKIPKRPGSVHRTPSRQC
TAAR1 ag: agonists of human TAAR1 | Q96RJ0 | CHO RD-HGA16 TAAR1, Fluo-8 calcium fluorescence; vehicle wells 0%, saturating PEA agonist 100% | activation, % at 3 µM | 360,000 compounds, 0.99% hits;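 active = activation above the mean activation of all test compounds in the run plus 3 SD, cut at about 38% in these data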
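Test system: RD-HGA16 (CHO) cells co-expressing Gα16 and hTAAR1 / Benchmarks: DMSO vehicle as 0%, PEA at EC100 as 100% / Repeats: no replicates (n 1) / Measure: % activation from peak over basal fluorescence ratio, DMSO-to-PEA scaled / Timing: 17-24 h plating, Fluo-8 75 min 37 °C, 30 min RT / Technique: kinetic Fluo-8 calcium fluorescence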
CHRM1 antagonist: human CHRM1 antagonism; P11229; CHO-K1 hM1, Fluo-8 calcium fluorescence, ACh EC80 antagonist; inhibition, % at 3 µM; 360,000 compounds, 1.3% hits;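 active = percent inhibition above its own plate's cutoff, namely the mean of that plate's compound wells plus 3 SD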;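 note: peak over basal fluorescence ratio during 140 s after agonist addition; 0% = ACh EC80 plus DMSO and 100% = DMSO alone without agonist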
CHRM1 agonist: agonists of human M1 muscarinic receptor | CHO-K1 hM1, Fluo-8 calcium fluorescence, agonist mode; 0% DMSO, 100% acetylcholine EC100 | activation, % at 3 µM | 360,000 compounds, 0.33% hits | AID 588814;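 active = activation above the run's mean compound activation plus 3 SD, cut at about 16% in these data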;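 note: peak over basal fluorescence ratio within a 140 s kinetic read after compound addition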
OXTR agonist: human OXTR agonism. P30559. CHO-OTR cells, Fluo-8 calcium fluorescence; normalized: DMSO 0%, oxytocin 100%. activation, % at 3 µM. 320,000 compounds, 0.32% hits. AID 2435;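 active = activation above the mean of all tested compounds plus 3 SD, cutoff set per screening run, cut at about 20% in these data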;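 note: peak over basal fluorescence ratio from a 100 s FLIPR kinetic read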
Target sequence (P30559 whole entry, looked up): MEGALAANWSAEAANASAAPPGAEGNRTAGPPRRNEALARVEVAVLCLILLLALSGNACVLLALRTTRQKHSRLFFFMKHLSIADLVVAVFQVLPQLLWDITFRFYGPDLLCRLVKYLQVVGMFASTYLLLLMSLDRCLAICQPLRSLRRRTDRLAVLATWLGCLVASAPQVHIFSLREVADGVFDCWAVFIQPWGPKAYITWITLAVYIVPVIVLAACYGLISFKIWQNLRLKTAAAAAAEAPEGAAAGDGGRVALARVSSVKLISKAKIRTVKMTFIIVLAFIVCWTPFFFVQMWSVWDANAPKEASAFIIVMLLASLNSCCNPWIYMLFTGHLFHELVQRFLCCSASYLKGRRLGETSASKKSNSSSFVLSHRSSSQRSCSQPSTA
OXTR potentiate: potentiates the human oxytocin receptor response. P30559. CHO-OTR cells, Fluo-8 calcium fluorescence, potentiator mode; 0% = oxytocin EC15, 100% = EC100. activation, % at 3 µM. 320,000 compounds, 0.061% hits;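 active = activation above that plate's cutoff, the mean activation of tested compounds plus 3 SD, cut at about 6.6% in these data, passing the limit was not always enough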;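 note: 100% uses oxytocin at 75 nM as the full agonist control; some results filed as inactive read as strong as hits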
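Assay system: CHO cell line stably expressing human OTR | Also added: Oxytocin at about EC15, sub-maximal agonist stimulus | Times: Compound 6 min at room temperature before oxytocin, 100 s read | Measured by: Fluo-8 intracellular calcium fluorescence, ex 470-495, em 515-575 nm | Controls: EC15 oxytocin alone as 0%, 75 nM oxytocin as 100%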
CHO parental Ca: counter-screen: ATP calcium response change in parental CHO cells. parental CHO-K1, ATP-induced calcium, Fluo-8 fluorescence. inhibition, % at 5.6 µM. 330,000 compounds, 0.63% hits;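 active = inhibition above that plate's mean sample inhibition plus 3 SD, cut at about 26% in these data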;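 note: 0% = ATP-challenged DMSO wells and 100% = DMSO wells without ATP; some compounds past the cut are filed as inactive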
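Test system: parental CHO cells; detection: calcium-sensitive Fluo-8 fluorescence; evaluation: percent inhibition of calcium signal; also added: ATP as calcium-mobilizing challenge; repeats: one well per compound; control set: ATP-challenged DMSO wells low, unchallenged DMSO wells high; compound: single nominal dose of 5.6 µM per compound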
TAAR1 antagonist: antagonists of human TAAR1 | CHO RD-HGA16 TAAR1, Fluo-8 calcium fluorescence, antagonist | AID 624466 | Q96RJ0 | inhibition, % at 3 µM | 360,000 compounds, 1.5% hits;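 active = inhibition above a per-plate cutoff, the mean inhibition of test compounds on that plate plus 3 SD, cut at about 49% in these data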;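 note: 0% = DMSO plus EC80 beta-PEA response and 100% = DMSO alone without agonist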
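Assay system: CHO-derived RD-HGA16 cells stably expressing human TAAR1 plus Gα16. Timing: 140 s kinetic read after compound, 140 s after agonist. Technique: kinetic Fluo-8 calcium fluorescence measurement. Measure: % inhibition of agonist calcium response.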
* = called active by the depositor; / = not tested or not shown.

Values run as follows: V1aR counter	M1 PAM	TAAR1 ag	CHRM1 antagonist	CHRM1 agonist	OXTR agonist	OXTR potentiate	CHO parental Ca	TAAR1 antagonist
- COc1cc2[nH]c(=O)n(CCC(=O)NC3CCN(Cc4ccccc4)CC3)c(=O)c2cc1OC
    /	1	21	1	-3	/	/	/	-19
- CCOCCCNC(=S)N(Cc1ccco1)Cc1cc2cc3c(cc2[nH]c1=O)OCCO3
    -0.5	6	8	-2	-10	-1.9	-8	-19	7
- S=C(NCCCN1CCOCC1)Nc1ccc(Cl)cc1
    0.8	10	-1	-15	-7	-0.3	-4	-19	11
- CCOc1cc(N2CCOCC2)c(OCC)cc1NC(=O)COc1ncnc2ccccc12
    0.2	4	6	-8	-4	-0.2	1	-18	-5
- COc1ccc(C(=O)NC2CCN(CC(=O)NC3CCCCC3)CC2)cc1
    1.2	9	4	-6	-4	0.4	-6	-11	-11
- O=C(CNC(=O)c1ccccc1)OCC(=O)c1ccc(Cl)s1
    0.1	4	2	3	-3	-1.9	1	0	-29
- O=C(Nc1ccc(S(=O)(=O)N2CCCC2)cc1)C1CCN(S(=O)(=O)c2ccc(F)cc2)CC1
    14	-8	12	10	17*	5.2	-10	5	7
- O=C(COc1ccc(Cl)cc1Cl)Nc1cccc(-c2ccc(N3CCOCC3)nn2)c1
    /	1	1	5	-2	/	/	/	-1
- COCCNC(=O)C1(C)CCCN(C(=O)c2ccc3c(c2)CCO3)C1 (stereo not drawn)
    /	3	5	-13	2	/	/	/	-1
- C[C@@H]1CC[C@]2(O[C@@H](CCO)C[C@@H](O)[C@@H]2O)O1
    0.4	2	7	-3	-1	-0.6	-1	4	8

The final 5 records of the section before are carried over, then new ones follow.
Values run as follows: V1aR counter	M1 PAM	TAAR1 ag	CHRM1 antagonist	CHRM1 agonist	OXTR agonist	OXTR potentiate	CHO parental Ca	TAAR1 antagonist
- O=C(CNC(=O)c1ccccc1)OCC(=O)c1ccc(Cl)s1
    0.1	4	2	3	-3	-1.9	1	0	-29
- O=C(Nc1ccc(S(=O)(=O)N2CCCC2)cc1)C1CCN(S(=O)(=O)c2ccc(F)cc2)CC1
    14	-8	12	10	17*	5.2	-10	5	7
- O=C(COc1ccc(Cl)cc1Cl)Nc1cccc(-c2ccc(N3CCOCC3)nn2)c1
    /	1	1	5	-2	/	/	/	-1
- COCCNC(=O)C1(C)CCCN(C(=O)c2ccc3c(c2)CCO3)C1 (stereo not drawn)
    /	3	5	-13	2	/	/	/	-1
- C[C@@H]1CC[C@]2(O[C@@H](CCO)C[C@@H](O)[C@@H]2O)O1
    0.4	2	7	-3	-1	-0.6	-1	4	8
- COc1ccc(N2C(=O)c3ccccc3C(C)(C)C2=O)cc1
    -0.6	21	-2	-15	3	-0.5	-7	-12	5
- CCOC(=O)C1Nc2ccccc2C2C(O)C(O)CC12 (stereo not drawn)
    1.4	-3	4	4	-4	0.1	-1	-12	5
- CCCCc1ccc(NC(=O)CC(C)(C)C)cc1
    -0.2	5	4	-15	-10	-1.5	-9	-13	9
- CCN(CC)S(=O)(=O)c1ccc(O)c(C(=O)OCC(=O)NC2CCCC2)c1
    1.9	9	9	-8	-2	1.8	-11	-11	-13
- COCCCNC(=O)CCN1C(=O)COc2ccccc21
    0.7	-3	2	12	-1	1.4	-7	13	4
- CCCCn1nnnc1SCC(=O)N(CC)CC
    0.1	-3	3	19	-3	-0.5	-14	18	-1
- Cc1ccc2nsnc2c1NC(=O)c1ccc([N+](=O)[O-])cc1
    1.0	3	1	-2	-5	0.2	-1	-3	-3
- COc1ccc(CN2CCNC(=O)C2CC(=O)N2CCCN(C(C)=O)CC2)c(OC)c1 (stereo not drawn)
    -0.4	0	6	1	1	0.1	0	-12	-4
- COc1cc(C2c3sc(=O)[nH]c3SC3C4CCC(C4)C23)ccc1O (stereo not drawn)
    -0.7	4	19	-17	-5	-1.0	-2	-19	4
- O=C(COC(=O)c1ccc(S(=O)(=O)N2CCc3ccccc3C2)cc1)NC1CCS(=O)(=O)C1 (stereo not drawn)
    -1.1	5	-1	-3	-6	-0.6	1	-12	0
- C=CCn1c(COC)nnc1SCC(=O)c1ccc(F)cc1
    -0.1	8	10	-3	1	-1.0	-2	1	-1
- Cc1[nH]n(C(N)=S)c(=O)c1N=Nc1cccc(Cl)c1
    9.6	2	1	-3	-1	6.7	-18	18	1
- Cc1ccc(C)c(NC(=O)CSc2c(C)n[nH]c2C)c1
    0.1	7	0	-7	-4	-0.5	-12	4	-13
- CC(=O)Nc1cc(-c2ccncc2)cn2c(-c3ccccc3)cnc12
    /	-2	-2	-4	-7	/	/	/	1
- C/C=C/c1ccccc1OCc1ccc(C(=O)OC)o1
    -2.2	0	19	-31	-4	-2.3	-6	-19	4
- CCOc1ccc(NC(=O)CN(C)CC(=O)Nc2ccccc2SC)cc1OCC
    0.1	5	2	-5	-4	1.3	-9	-11	17
- CNC(=O)CSCc1c(Cl)cccc1Cl
    1.1	5	3	-8	1	0.0	7	-12	-13
- CC(=O)Nc1ccc(S(=O)(=O)NCCS(=O)(=O)N2CCN(c3ccccc3F)CC2)cc1
    1.3	6	3	-6	-2	1.1	-8	-7	-4
- COc1cc(C2c3c(n[nH]c3C)C(=O)N2c2ccc(C)cc2)ccc1O (stereo not drawn)
    0.6	5	3	-5	-2	1.4	0	-5	7
- COCc1nnc(NC(=O)CCc2ccccc2)s1
    0.5	4	-2	4	-1	-1.6	-7	-4	1
- CC(=O)c1ccc(NC(=O)C(C)OC(=O)COc2ccc(C#N)cc2)cc1 (stereo not drawn)
    4.0	-8	7	3	-5	7.3	-5	3	-1
- O=C(CCc1ccccc1)NNC(=O)c1ccncc1
    0.4	4	12	3	-1	2.0	-5	-2	-5
- CN(C)c1ccc(/C=C(\C#N)C(=O)OCC(=O)N(C)C2CCS(=O)(=O)C2)cc1 (stereo not drawn)
    2.5	4	3	-4	0	2.2	-3	-4	14
- O=C(CC1SC(N2CCCCC2)=NC1=O)Nc1ccc(C(=O)O)cc1 (stereo not drawn)
    0.2	2	4	1	-1	0.8	-5	9	-29
- O=C(/C=C/c1cccc2ccccc12)c1ccncc1
    -0.2	7	10	-5	-5	-1.2	-5	-13	-18
- Cc1c(C)n(Cc2ccccc2)c2ncnc(NCCCN(C)C)c12
    0.3	-25	-1	30	-9	1.2	-6	-18	-2
- CC(Sc1nc2ccccc2[nH]1)C(=O)NC1CCCCC1C (stereo not drawn)
    2.1	4	3	-6	0	-1.0	-13	-26	-29
- COc1ccc(OCC(=O)NC(=O)c2ccccc2OC)c([N+](=O)[O-])c1
    8.0	4	2	-7	-2	0.6	-8	-14	-5
- CCC(C)[C@H](NC(=O)N1CCC(C)CC1)C(=O)O (stereo partly drawn)
    0.1	12	0	-19	2	0.3	-1	4	3
- O=C(CC(NC(=O)c1ccccc1Cl)c1ccccc1)Nc1ccc2c(c1)OCO2 (stereo not drawn)
    0.3	-5	9	9	-1	0.7	-9	-6	-3
- O=C(NCC1CCCO1)C1CCCN1C(=O)NC1CCCCC1 (stereo not drawn)
    1.0	11	11	-14	-1	-0.3	-14	11	-11
- Oc1[nH]c2ccccc2c1C=Nc1ccc2c(c1)OCCO2
    /	0	10	-3	-2	/	/	/	26
- CCCCNc1nc(=S)[nH]c2cc(OC)c(OC)cc12
    -0.8	12	0	-4	-5	-1.1	-18	-7	0
- Cc1cc(C)cc(N(CC(=O)Nc2ccc(Br)cc2)S(=O)(=O)c2c(C)[nH]c(=O)[nH]c2=O)c1
    1.8	4	3	-7	-3	0.8	-6	-7	-8
- O=C(NCC1CCCO1)c1nn2cccnc2c1Cl (stereo not drawn)
    0.1	3	8	-17	-4	0.5	-7	-2	12
- Cc1nnsc1C(=O)N1CCCC(Nc2ccc(C(C)C)cc2)C1 (stereo not drawn)
    1.8	0	3	1	-2	0.0	2	-16	-23
- COCCn1nnnc1C(c1ccccc1OC)N1CCN(c2ccccc2F)CC1 (stereo not drawn)
    -1.6	5	1	-18	-5	-2.0	-11	-22	7
- CC(C)(C)c1cc(-c2n[nH]c(=S)n2-c2ccccc2F)n[nH]1
    1.4	10	13	-7	-4	0.6	-2	3	-2
- Cc1c(OCC(=O)N[C@@H](Cc2c[nH]c3ccccc23)C(=O)O)ccc2c1oc(=O)c1ccccc12
    -0.3	7	1	-19	1	-1.2	-5	-5	-20
- O=C(Nc1ccc2c(c1)OCO2)C1CC(=O)N(c2cccc(Cl)c2)C1 (stereo not drawn)
    5.0	7	-1	-8	-4	2.9	-13	-9	4

An excerpt from above in order of the TAAR1 antagonist value, lowest first.
structure	TAAR1 antagonist
CC(Sc1nc2ccccc2[nH]1)C(=O)NC1CCCCC1C (stereo not drawn)	-29
O=C(/C=C/c1cccc2ccccc12)c1ccncc1	-18
COCCNC(=O)C1(C)CCCN(C(=O)c2ccc3c(c2)CCO3)C1 (stereo not drawn)	-1
CCOc1ccc(NC(=O)CN(C)CC(=O)Nc2ccccc2SC)cc1OCC	17

Next part
Values run as follows: V1aR counter	M1 PAM	TAAR1 ag	CHRM1 antagonist	CHRM1 agonist	OXTR agonist	OXTR potentiate	CHO parental Ca	TAAR1 antagonist
- COC(=O)Cn1c(=O)c2c(n(Cc3ccccc3)c1=O)N/C(=C/c1ccc(Br)cc1)C2=O
    0.7	10	3	-10	-2	0.6	-2	9	2
- Nc1nc(SCc2ccccc2Cl)[nH]c(=O)c1-c1ccccc1
    -0.2	4	13	-2	-6	-1.8	-20	-9	-7
- CC1Cc2ccccc2N1S(=O)(=O)c1cccc(C(=O)N2CCCCC2)c1 (stereo not drawn)
    /	1	-1	-9	-2	/	/	/	-5
- O=C(CN1C(=O)c2ccccc2S1(=O)=O)c1cccc(Br)c1
    0.0	6	0	-4	1	-0.3	-4	2	-3

Screening results (PubChem)
